# Screens from PubChem.
# Gal4-VP16 FLuc – counter-screen for ROR gamma inhibitors: Gal4-VP16 reporter; Drosophila S2 Gal4-VP16 UAS-luciferase, luminescence, 20 h; Potency, µM (highest dose often 53.6 µM), for inactives: at the highest dose activity, negative = inhibition, hits mostly inhibitors; 3.5% of 310,000 active;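 also: Gal4-VP16 expression switched on by copper sulfate through the metallothionein promoter; % is scaled to controls: 0 for no effect and ±100 for the full control effect; nearly all actives have a fitted effect of over 50% in size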
# ELG1 genotox – induces genotoxicity in HEK293T cells with luciferase-tagged ELG1; HEK293T ELG1-luciferase reporter, luminescence, 16 h; Potency, µM (highest dose often 46 µM), for the others: at the top dose activity change, positive = activation, most hits filed as activators; 1.3% of 330,000 active; also: % of control where 0% means no effect; nearly all actives have a fitted effect of over 60% in size
#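 HEK293T cells expressing luciferase-tagged ELG1 were treated with compound or DMSO for 16 hr at 37°C. Luciferase activity was then read after 30 min with ONE-Glo at room temperature; rising signal flags genetic stress.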
# p53 reactivation – restores transcriptional activity of mutant p53. H1299 p53-A138V BP100-luciferase reporter, luminescence, 24 h. Potency, µM (titrated, usually from 92.2 µM), without a hit: top-dose activity change, positive = activation, actives largely listed as activators. 0.063% of 320,000 active; also: % of control where 0% means no effect; nearly all actives have a fitted effect of over 45% in size
#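 H1299 (p53-null), stable ts p53-A138V + BP100-Luc; 1000 cells/well, Opti-MEM/10% FBS; cpd 4 pt, 1:5; 24 h, 37 deg C, 5% CO2; detection reagent 10 min RT; luminescence.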
# MBNL1-CUG inh – MBNL1-poly(CUG) RNA binding inhibition. Q9NR56. TR-FRET MBNL1-His/biotin-(CUG)12 binding, 665/545 ratio. Potency, µM (titrated, usually from 57.5 µM), without a hit: top-dose activity change, negative = inhibition, actives largely listed as inhibitors. 0.036% of 280,000 active. AID 2675; active = well fitted inhibition curve with a large enough effect in the signal ratio, with a control signal flat, not every such curve was filed as active; inconclusive = small, poorly fitted or top-dose-only effect, or effect the other way, or a change in a side signal; inactive = no such curve, though single readings can be large or run the other way; the % refers to the signal ratio; also: % is scaled to controls: 0 for no effect and ±100 for the full control effect
# Target sequence (Q9NR56 whole entry, looked up): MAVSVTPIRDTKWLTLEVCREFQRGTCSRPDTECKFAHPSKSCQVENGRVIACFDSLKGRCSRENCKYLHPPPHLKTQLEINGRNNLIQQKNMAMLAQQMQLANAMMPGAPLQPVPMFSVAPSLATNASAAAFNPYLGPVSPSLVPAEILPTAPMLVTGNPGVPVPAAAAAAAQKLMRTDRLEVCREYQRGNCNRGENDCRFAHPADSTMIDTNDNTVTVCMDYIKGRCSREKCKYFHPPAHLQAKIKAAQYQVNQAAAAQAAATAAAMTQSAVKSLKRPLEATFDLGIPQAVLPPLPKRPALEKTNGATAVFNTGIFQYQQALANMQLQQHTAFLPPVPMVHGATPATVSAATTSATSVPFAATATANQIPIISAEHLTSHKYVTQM
#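 Inhibition of protein-RNA binding appears as loss of TR-FRET between terbium anti-His antibody on MBNL1-His and streptavidin-XL665 on biotin-(CUG)12. Activity is normalized to buffer-only and uninhibited-complex controls.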
# Rab9 promoter act – activators of Rab9 promoter; 2.8% of 320,000 active; Huh7 Rab9 promoter-luciferase reporter, luminescence, 24 h; Potency, µM (highest dose often 9.22 µM), without a hit: at the highest dose activation, negative = inhibition, usual class: activators; also: % of control where 0% means no effect; nearly all actives have a fitted effect of over 60% in size
#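 Luciferase signal after 10 min detection reagent at ambient indicates Rab9 promoter upregulation; stably transfected Huh7 cells were treated 24 h with compound in DMSO at 37 °C, 5% CO2.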
# RORgamma inh – blocks mouse ROR gamma transcriptional activity; Drosophila S2 Gal4-RORgamma UAS-luciferase reporter, 20 h; 5.4% of 310,000 active; Potency, µM (highest dose often 53.6 µM), without a hit: top-dose activity change, negative = inhibition, most hits filed as inhibitors; P51450; also: % is scaled to controls: 0 for no effect and ±100 for the full control effect; nearly all actives have a fitted effect of over 60% in size
#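 Using a luciferase readout, inhibitors were identified by reduced reporter activity in Drosophila cells coexpressing a copper-inducible Gal4–ROR gamma fusion and UAS-driven Photinus luciferase, incubated 20 hr after 700 uM copper sulfate.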
# uPA surface inh – blocks generation of uPA at the cell surface; Potency, µM (doses to about 38.3 µM), for inactives: top-dose activity change, negative = inhibition, most hits filed as inhibitors; 0.31% of 330,000 active; AID 540303; cell surface uPA generation assay, qHTS; active = well fitted inhibition curve with a large enough effect; inconclusive = small, poorly fitted or top-dose-only effect; inactive = no such curve, though single readings can be large or run the other way; tested in mouse RAW 264.7 cells; also: % is scaled to controls: 0 for no effect and ±100 for the full control effect; nearly all actives have a fitted effect of over 55% in size
# BRCA1 expr act – activators of BRCA1 expression. MCF7-BRCA1-FFLuc reporter, luminescence, 48 h; response scale: scaled: vehicle 0%, 10 µM genistein 100%. Potency, µM (titrated, usually from 46.1 µM), without a hit: at the highest dose activation, actives largely listed as activators. 1.1% of 380,000 active. AID 624202; also: nearly all actives have a fitted effect of over 80% in size; some results filed as inactive show a strong effect at the top dose
#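 First, MCF7-BRCA1-FFLuc cells (2000/well) attach for 2 h; next, compounds are pin-added and incubated 48 h at 37 °C; finally, luciferase reagent is added and luminescence read after 15 min.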
# NPC1 prom act – activates the NPC1 promoter; Huh7 NPC1 promoter luciferase reporter, 24 h; 2.4% of 320,000 active; AID 485313; Potency, µM (series often up to 9.22 µM), inactives show top-dose activation, usual class: activators;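 also: % of control where 0% means no effect; nearly all actives have a fitted effect of over 60% in size; reporter is driven by a mutant NPC1 promoter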
#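 Huh7 cells stably carrying NPC1 promoter–luciferase, plated in Opti-MEM with 10% FBS for 2 h, were exposed to compound in DMSO for 24 h at 37 °C; luciferase reagent was added for 10 min and luminescence read.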
# FLuc modulator – counter-screen for miR-21 project: firefly luciferase inhibitors or activators; P08659; purified FLuc, Km substrates, luminescence inhibition; Potency, µM (top dose mostly 57.5 µM), inactives show top-dose activity change, negative = inhibition, hits mostly inhibitors; 6.9% of 360,000 active;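 also: plate controls were vehicle for no effect and reference inhibitor for full effect; nearly all actives have a fitted effect of over 55% in size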
# Target sequence (P08659 whole entry, looked up): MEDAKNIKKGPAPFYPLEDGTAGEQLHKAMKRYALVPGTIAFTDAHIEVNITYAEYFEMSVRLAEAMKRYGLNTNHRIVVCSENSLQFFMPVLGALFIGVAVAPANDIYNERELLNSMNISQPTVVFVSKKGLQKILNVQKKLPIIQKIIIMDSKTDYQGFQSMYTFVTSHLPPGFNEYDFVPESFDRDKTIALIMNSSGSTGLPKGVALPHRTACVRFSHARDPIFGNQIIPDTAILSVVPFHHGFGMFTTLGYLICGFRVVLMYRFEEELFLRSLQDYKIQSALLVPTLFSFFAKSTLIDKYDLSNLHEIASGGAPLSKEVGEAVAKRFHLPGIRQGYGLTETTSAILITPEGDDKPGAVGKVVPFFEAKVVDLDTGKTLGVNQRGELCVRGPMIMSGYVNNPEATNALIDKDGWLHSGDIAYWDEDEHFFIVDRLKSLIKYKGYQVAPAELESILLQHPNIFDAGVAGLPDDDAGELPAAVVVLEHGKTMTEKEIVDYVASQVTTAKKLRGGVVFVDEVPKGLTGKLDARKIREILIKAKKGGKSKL
#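 Biochemical qHTS of compounds, final roughly 60 µM downward over six points, against 10 nM purified firefly luciferase using Km concentrations of substrates (10 uM D-luciferin, 10 uM ATP) in Tris acetate pH 7.5 buffer; luminescence output.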
# * marks the source's active call; other numbers are inactive results; ? = inconclusive; . = no result given; & = joins results of further samples; [ ] = dose if it differs, or a comment. Unless noted, calls follow the shape of the dose curve; as a rule, active = well fitted curve in the direction sought with a large enough effect; inconclusive = small, poorly fitted or top-dose-only effect, or another doubt; inactive = no such curve, though single readings can be large; an effect the other way counts as inactive or inconclusive. Potency is read from the fitted curve at half-maximal effect.
SMILES,Gal4-VP16 FLuc,ELG1 genotox,p53 reactivation,MBNL1-CUG inh,Rab9 promoter act,RORgamma inh,uPA surface inh,BRCA1 expr act,NPC1 prom act,FLuc modulator
CCOc1ccccc1NC1c2ccccc2C(=O)N1c1cccnc1 (stereo not drawn),2.7%,-4.5%,-5.2%,-11.7%,-6.9%,-27.5%,2.7%,-2.8%,-3.7%,0.2%
COc1ccc(OCc2nc3ccc(S(=O)(=O)Nc4ccccc4Cl)cc3[nH]2)cc1,-10.5%,-1.7%,-13.0%,7.8%,-0.2%,?,-4.0%,-21.9%,-1.3%,-1.4%
O=C(Nc1ccccc1)c1cccc(S(=O)(=O)Nc2ccccn2)c1,-0.9%,-3.1%,16.7%,-8.7%,-3.8%,39.2%,1.5%,-10.9%,-3.3%,-8.7%
COC(=O)c1ccc(/C=C/C(=O)O)cc1,-23.7%,0.0%,-1.1%,14.1%,3.2%,-26.8%,9.9%,5.5%,-1.7%,?
COC(=O)c1c(C)nc2ccccc2c1-c1ccccc1,6.5%,0.9%,-9.7%,4.7%,-3.5%,-28.2%,.,3.1%,2.1%,4.1%
CC1(C)CC(=O)C=C(N2CCCC2)C1,-0.9%,4.6%,12.5%,-2.0%,-2.8%,-9.9%,8.7%,0.1%,-0.5%,3.3%
Cc1ccc(C)c(CSC2=NCCN2S(=O)(=O)c2ccccc2)c1,-25.8%,-14.1%,-2.8%,-9.8%,5.3%,?,-5.0%,-33.0%,-1.2%,-1.1%
COc1ccc(S(=O)(=O)NCC2CCCN(Cc3cn(C)nc3C)C2)cc1 (stereo not drawn),3.1%,1.4%,1.7%,-15.7%,-0.8%,-5.6%,-0.9%,2.4%,-0.4%,-1.3%
C=CCN=C1S/C(=C/c2cccc([N+](=O)[O-])c2)C(=O)N1CC=C,13.7%,-0.3%,4.5%,19.9%,-0.3%,3.6%,?,-27.5%,-0.4%,-10.3%
N/C(Cc1ccccc1)=N\OC(=O)c1cccc2ccccc12,8.91µM*,3.3%,-28.1%,6.8%[11.5 µM],6.1%,-6.9%,-6.8%,-42.0%,-2.5%,?
O=c1cc(-c2ccc(O)cc2)oc2c(C3O[C@H](CO)[C@@H](O)[C@H](O)[C@H]3O)c(O)cc(O)c12 (stereo partly drawn),.,11.4%,1.0%,.,-1.1%,.,2.7%,0.0%,0.7%,1.6%
O=C1N[C@H](Cc2ccccc2)COC(=O)[C@@H](Cc2ccc(F)cc2)CC/C=C/C[C@H]1CC(=O)N(CCO)Cc1ccccc1,.,-11.4%,7.5%,.,.,.,?,-60.2%,.,.
COc1ccc(Nc2nc(N3CCN(C)CC3)nc3ccccc23)c(OC)c1,-14.9%,11.8%,-0.9%,-8.6%,-8.7%,-4.3%,-26.3%,-23.8%,-5.4%,-3.6%
COC(=O)[C@H](Cc1ccccc1)NC(=O)NCc1cccs1,3.1%,-1.9%,3.6%,2.1%,-3.2%,22.1%,.,-24.7%,-2.7%,-4.7%
Cc1ccc(N=Nc2c(N)[nH]n3c(=O)c4c(nc23)CCCC4)cc1,2.2%,2.1%,-1.2%,5.2%,-3.4%,-22.6%,.,.,2.4%,-4.6%
CSc1nc(N(C)C)c2ccccc2n1,-11.7%,-5.5%,-6.0%,-3.8%,-0.4%,?,0.0%,1.6%,-7.2%,5.6%
COCCNC(=O)c1c[nH]c2ccc(S(=O)(=O)N3CCc4ccccc43)cc2c1=O,-28.2%,-15.1%,0.0%,2.6%,-2.9%,?,3.2%,-45.8%,-10.8%,-19.8%
CCC(C)n1c(SCC(=O)NC(=O)Nc2ccc3c(c2)OCCO3)nc2ccccc2c1=O (stereo not drawn),?,-6.5%,2.3%,0.8%,10.5%,66.9%,-4.0%,-3.8%,0.2%,-11.9%
CC1CC(C#N)N(N(C)C)C1=C(C#N)C#N (stereo not drawn),-2.6%,1.1%,2.4%,-1.3%,-8.9%,-5.7%,1.4%,-1.4%,-4.0%,-3.1%
COc1ccc(NC(=O)COC(=O)[C@@H]2CCCN2C(=O)c2cccs2)cc1,6.5%,-1.7%,5.7%,0.9%,-8.9%,24.5%,-0.2%,1.9%,6.6%,-2.4%
COc1ccc(Cc2nnc(NC(=O)c3ccc(OC)c(OC)c3)s2)cc1,-3.0%,-0.1%,-5.7%,2.8%,-2.4%,-2.2%,-12.6%,-28.1%,-9.5%,-0.4%
O=C(Cn1nnc2ccccc2c1=O)Nc1cccc(S(=O)(=O)N2CCOCC2)c1,-18.0%,0.5%,-2.9%,11.1%,2.0%,10.4%,10.4%,-19.8%,-1.1%,-3.5%
CCc1cc(=O)oc2cc(C)cc(OCC(=O)NCCCn3ccnc3)c12,-7.5%,-0.2%,3.2%,2.9%,-0.9%,-3.9%,1.2%,-38.4%,0.3%,9.9%
CCOC(=O)C1CCN(c2c(NC3CCCc4ccccc43)c(=O)c2=O)CC1 (stereo not drawn),3.6%,0.0%,-7.1%,-5.3%,0.6%,6.8%,?,2.8%,0.2%,2.0%
COCCCNCCCCSc1ccc(Cl)cc1,-10.3%,0.2%,-13.6%,-10.5%,-1.7%,-1.4%,-15.9%,-35.0%,2.0%,4.9%
CCN1C(=O)/C(=C2\SC(=S)N(CC3CCCO3)C2=O)c2ccccc21 (stereo not drawn),6.2%,-0.7%,-0.8%,-0.1%,-0.1%,-4.2%,.,.,-0.3%,-0.9%
O=C(O)/C=C/C(=O)Nc1cccc2cccnc12,1.0%,5.9%,1.3%,?,11.3%,17.6%,1.6%,7.3%&3.6%,2.2%,?
C=CC[C@@H](CC(=O)N[C@@H](CO)Cc1ccccc1)C(=O)N[C@@H](COC(=O)[C@@H](CC=C)Cc1ccc(F)cc1)Cc1ccccc1,.,17.6%,8.1%,.,.,.,-0.6%,-24.7%,.,.
COCCCN(C(=O)CSCc1ccc(C)cc1)c1c(N)n(Cc2ccccc2)c(=O)[nH]c1=O,.,3.3%,-9.2%,.,2.3%,.,-0.6%,-7.7%,1.5%,4.4%
O=C(OCC(=O)N1CCc2ccccc2C1)c1c(F)cccc1Cl,.,?,?,.,.,.,?,6.31µM*,.,.
Cc1cccc(C(=O)NCC(=O)OCc2nc(N)nc(Nc3ccccc3C)n2)c1,.,1.0%,4.5%,.,.,.,-5.5%,-5.5%,.,.
O=C(Cn1cnc2ccccc2c1=O)Nc1nnc(SCc2ccccc2)s1,-7.0%,0.3%,-5.4%,2.8%,2.9%,4.0%,3.6%,23.1%,-4.5%,0.3%
CCc1ccccc1-n1c(SCC(=O)NC)nnc1-c1cccnc1,-3.3%,4.3%,-18.9%,-3.8%,11.5%,-0.5%,0.8%,-3.5%,13.7%,-7.5%
O=C(Nc1ccon1)Nc1ccc(Cl)cc1Cl,?,3.2%,5.6%,3.3%,19.9%,35.7%,3.5%,53.3%,0.9%,?
COc1ccc(CN2CCN(CCC(C)C)C(CCO)C2)cc1Cn1cccn1 (stereo not drawn),1.1%,-0.7%,1.3%,1.3%,-9.9%,5.6%,4.0%,-5.0%,-1.4%,-2.6%
O=C(NCC(=O)N(Cc1ccco1)C(C(=O)NC1CCCC1)c1ccncc1)c1cccs1 (stereo not drawn),-0.5%,5.9%,8.4%,1.3%,-6.1%,5.0%,-2.1%,0.1%,-6.4%,-0.4%
COc1cc(NS(=O)(=O)c2cccc3nsnc23)cc(OC)c1,-6.8%,-1.4%,-2.2%,?,-2.0%,20.3%,0.2%,-10.6%,-1.1%,2.4%
CCOc1ccc(S(=O)(=O)N2CCN(c3ncccn3)CC2)cc1,-11.7%,-0.2%,?,0.7%,5.9%,0.5%,5.4%,-10.2%,0.2%,0.7%
CC(=O)c1ccc(NC(=O)COC(=O)CCC(=O)c2cccs2)cc1,0.5%,0.4%,11.9%,6.6%,-1.2%,-6.9%,9.1%,-16.5%,-0.4%,-3.0%
CCOc1ccccc1OCCCC(=O)N(CC)CC(=O)Nc1c(F)cccc1F,.,-12.7%,-0.1%,.,1.2%,.,-2.2%,-0.8%,0.5%,1.5%
Cc1cccc(Nc2nnc(SCC(=O)NCc3cccs3)s2)c1C,-6.2%,-0.5%,2.9%,.,-3.0%,5.0%,2.6%,-17.6%,-3.6%,-17.3%
COc1ccc(NC2CCCN(C(=O)Cn3ccc(C)n3)C2)cc1OC (stereo not drawn),2.4%,5.3%,-9.9%,8.8%,9.5%,-25.3%,-5.4%,11.7%,-1.7%,1.7%
C=CCn1c(=O)c(C(=O)NCCN(CC)CC)c(O)c2ccccc21,-1.8%,-0.2%,-14.7%,-8.0%,1.5%,-26.0%,-0.3%,-66.1%,-4.3%,5.6%
CC(=O)OCC1=C(C(=O)O)N2C(=O)C(NC(=O)c3ccc(COc4c(C)cccc4Cl)o3)C2SC1 (stereo not drawn),3.7%,0.8%,1.0%,9.5%,-4.6%,-23.1%,-3.5%,2.6%,-1.9%,?
Cc1cccc(OCCNc2cc(N3CCN(C)CC3)ccc2[N+](=O)[O-])c1,0.0%,-9.1%,-1.1%,.,-5.7%,-20.6%[10 µM],3.2%,-47.7%,-3.5%,-19.0%
Cc1occc1C(=O)Nc1cccc(Cn2cccn2)c1,20.1%,4.1%,2.5%,-11.0%,1.2%,-5.6%,.,33.0%,2.2%,4.8%
Cc1nc(Cl)sc1C(=O)Nc1cc(F)cc(F)c1,-13.1%,-1.3%,-36.2%[inhibitor],0.4%,6.6%,68.1%,-11.5%,-18.4%,-5.1%,-7.9%
